Source: PubChem
Rv3671c inh – inhibitors of M. tuberculosis serine protease Rv3671c; inhibition, % at 5.96 µM; 320,000 compounds, 0.048% hits; AID 2606; in the data active = inhibition above about 38%;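 also: extracellular domain of Rv3671c used as enzyme; 0% = enzyme with DMSO and 100% = no enzyme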
Target sequence (P9WHR9 whole entry, looked up, the tested form may be a part): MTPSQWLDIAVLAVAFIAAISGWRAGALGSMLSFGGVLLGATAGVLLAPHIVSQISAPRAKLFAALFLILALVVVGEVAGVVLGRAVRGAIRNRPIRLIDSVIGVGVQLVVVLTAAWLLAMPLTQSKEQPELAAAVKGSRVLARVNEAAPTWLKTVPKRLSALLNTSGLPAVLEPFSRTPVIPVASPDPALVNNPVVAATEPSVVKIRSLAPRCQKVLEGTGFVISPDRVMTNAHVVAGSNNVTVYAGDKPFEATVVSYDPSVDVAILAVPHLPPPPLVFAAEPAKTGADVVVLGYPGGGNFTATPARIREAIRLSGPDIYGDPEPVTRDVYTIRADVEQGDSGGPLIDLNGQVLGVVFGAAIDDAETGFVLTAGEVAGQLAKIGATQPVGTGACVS
BoNT A protease – blocks Botulinum neurotoxin A light chain protease; multiplex microsphere protease substrate cleavage, flow cytometry; inhibition, % at 10 µM; 360,000 compounds, 0.17% hits; also: plate controls were buffer without enzyme for full effect and enzyme alone for no effect
PrPC TRFRET – cell surface PrPC inhibition, primary TR-FRET screen. P04156. TR-FRET read-out. inhibition, % at 13.8 µM. 370,000 compounds, 0.43% hits; in the data active = inhibition above about 24%; also: 0% = median of the test wells and 100% = reference compound wells
MazEF act – MazEF (E. coli) toxin RNase activation | FAM/BHQ RNA-DNA oligo cleavage fluorescence, 5 h | activation, % at 20 µM | 350,000 compounds, 0.32% hits; in the data active = activation above about 50%
Target sequence (P0AE70 whole entry, looked up): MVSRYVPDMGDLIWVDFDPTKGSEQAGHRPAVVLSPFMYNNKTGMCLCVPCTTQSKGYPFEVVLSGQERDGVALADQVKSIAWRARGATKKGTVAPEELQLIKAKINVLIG
PriA SSB inh – K. pneumoniae PriA-SSBct interaction inhibition; 430,000 compounds, 0.6% hits; AID 1272365; AlphaScreen SSBct-PriA binding, biotinylated peptide; inhibition, % at 33 µM; in the data active = inhibition mostly above about 37%, no sharp cut-off; inactive = mostly below about 20%;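 also: plate controls were negative control peptide for no effect and reference peptide for full effect; strong numbers were not always called active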
BoNT F protease – blocks Botulinum neurotoxin F light chain protease; Multiplex microsphere protease cleavage assay, flow cytometry; inhibition, % at 10 µM; 360,000 compounds, 0.22% hits; in the data active = inhibition above about 35%, passing the limit was not always enough; inconclusive = no clear call, values can overlap the other calls; also: plate controls were buffer without enzyme for full effect and enzyme alone for no effect
CCHF vOTU inh – CCHFV vOTU protease inhibition. inhibition, % at 11.5 µM. Pep-AMC fluorescence. 370,000 compounds, 0.55% hits; in the data active = inhibition above about 30%; also: 0% = vehicle wells with enzyme and 100% = no enzyme wells
3CLpro inhibitor – SARS-CoV 3CLpro protease inhibition | inhibition, % at 6 µM | recombinant SARS-CoV 3CLpro, quenched FRET peptide cleavage | 290,000 compounds, 0.14% hits | P0C6X7; in the data active = inhibition above about 12%
Anthrax LF inh2 – inhibitors of Bacillus anthracis lethal factor protease | P15917 | multiplex microsphere protease cleavage assay, LF | inhibition, % at 10 µM | 360,000 compounds, 0.12% hits | AID 588501; also: plate controls were buffer without enzyme for full effect and enzyme alone for no effect
VHR inh abs – inhibitors of human VHR1 phosphatase (DUSP3); P51452; recombinant VHR phosphatase, pNPP absorbance; inhibition, % at 13.3 µM; 290,000 compounds, 0.52% hits; in the data active = inhibition above about 50%; also: some compounds called inactive have numbers as strong as hits
Target sequence (P51452 whole entry, looked up): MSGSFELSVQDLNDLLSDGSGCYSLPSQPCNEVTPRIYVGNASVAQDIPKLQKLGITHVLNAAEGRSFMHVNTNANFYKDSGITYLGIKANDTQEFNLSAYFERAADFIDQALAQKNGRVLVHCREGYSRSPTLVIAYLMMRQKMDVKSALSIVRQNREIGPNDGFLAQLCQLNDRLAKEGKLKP
* hit, by the source's call; ? = inconclusive; · = not tested or not shown. Rule as the data show it, unless noted: active = inhibition above about 30%; inconclusive = no clear call, values can overlap the other calls; inactive = below that. A portion of the library (hit frequency here may not be typical).

SMILES	Rv3671c inh	BoNT A protease	PrPC TRFRET	MazEF act	PriA SSB inh	BoNT F protease	CCHF vOTU inh	3CLpro inhibitor	Anthrax LF inh2	VHR inh abs
C[C@@H]1CCCCCCCCCCC1=O	1	0.3	6	-8	0	-10	1	-1	-13	10
COc1ccc2oc(=O)c(C(=O)Oc3ccc(NC(C)=O)cc3)cc2c1	13	0.7	0	15	4	7	-41	1	-2	5
Cc1ccc(-c2nc3ccccc3s2)cc1NC(=O)c1ccc2c(c1)OCO2	-7	0.9	-7	15	-8	-3	3	4	-2	24
CC1CCCC(C)N1C(=O)CN1C(=O)C(C)(C)Oc2ccc(C(=O)NC3CCCCC3)cc21 (centres undefined)	-4	-0.2	6	6	-14	-17	-1	-5	-9	-2
COc1ccc(S(=O)(=O)NCC2CCC(C(=O)NCc3cccnc3)CC2)cc1 (centres undefined)	3	-1.1	-16	3	3	-6	-18	1	-8	12
OC(COC(c1ccccc1)c1ccccc1)CN1CCN(c2ccccn2)CC1 (centres undefined)	-10	0.0	-5	4	3	-3	14	4	-1	4
CCN(C(=O)c1ccc(Br)o1)C1CCS(=O)(=O)C1 (centres undefined)	-2	0.8	3	5	4	0	-7	·	-5	·
CCCN1CCC2(CC1)NC(C(=O)O)Cc1c2[nH]c2ccccc12 (centres undefined)	·	1.3	·	1	-8	-4	·	1	0	-14
CCOC(=O)[C@]12Cc3cc(C)ccc3[C@H]1N(C1CCCCC1)C(=O)c1cc(OC)ccc12	·	-0.1	38*	·	·	-13	17	·	-6	·
O=C(COc1cccc(C(F)(F)F)c1)N1CCN(c2ccccc2O)CC1	7	0.2	-10	-15	-16	-9	8	2	-6	16
CC(C)c1ccc(-n2ccnc2SCC(=O)O)cc1	-5	0.4	1	-1	10	5	-2	4	-7	18
CCOC(=O)[C@H]1[C@H]2COc3ccc(Cl)cc3[C@@H]2N2C(=O)CN(Cc3ccc(C)cc3)C(=O)[C@@]12C	-5	0.2	13	-7	-1	1	13	·	-4	·
O=C(CN1CCCCC1)Nc1nc(-c2ccc(Cl)cc2)cs1	·	0.6	7	5	-2	11	1	-1	12	2
COc1ccc(CCN(C)CCC(=O)Nc2cc(C)ccc2C)cc1OC	-7	0.9	-4	5	-14	13	12	-7	4	-14
CC(C)Oc1cccc(C(=O)C2CCCN(C(=O)c3csnn3)C2)c1 (centres undefined)	-12	-0.4	-2	11	0	-9	3	3	-5	8
CCCN1C2CCCC1CC(NC(=S)Nc1cc(C)cc(C)c1)C2 (centres undefined)	-4	-0.7	-6	5	-1	-8	-7	-1	-3	21
Cc1ccc(-c2cc3c(n2-c2ccc(C(=O)O)cc2)CCCC3=O)cc1	-9	-1.4	-3	-9	-1	-4	8	0	-2	0
CC(C)CCNC(=O)c1cn(C)c2ccc(S(=O)(=O)N3CCCC3)cc2c1=O	4	1.2	-3	10	7	-2	2	-3	0	31
O=C(COc1ccccc1C(=O)O)NC1CCCc2ccccc21 (centres undefined)	0	0.5	11	-4	3	-4	-3	-2	-5	22
Nc1nc(SCC(=O)NCCCN2CCOCC2)nc2sc3c(c12)CCC3	1	0.1	2	2	-5	-10	7	-5	4	10
Cc1cc(C)c(C(=O)Nc2ccc(C)c(C)c2)c(CC(C)(C)C(=O)O)c1	-2	·	7	-7	-2	·	-16	3	·	36
Cc1ccc(OC/C(O)=C(\C#N)c2nc3ccccc3s2)cc1	-4	-0.3	8	-2	-1	-2	0	1	0	-5
CCCc1c(O)nc(SC2CC(=O)N(c3ccc(OC)cc3)C2=O)[nH]c1=O (centres undefined)	-1	·	5	0	-1	·	1	-1	·	1
O=S(=O)(N/N=C/c1cn(Cc2ccccc2)c2ccccc12)c1ccccc1	-63	2.4	10	-4	·	5	7	5	-2	28
CNC(=O)CSc1nnc(SCCC(=O)O)s1	1	-1.2	1	7	-5	-1	-17	-2	-1	6
O=C(Nc1ccc(Cl)c([N+](=O)[O-])c1)c1ccc2c(c1)OCCO2	-13	1.1	3	-4	7	0	11	-1	1	4
Cc1cccn2c(=O)c(C=C(C#N)C#N)c(N3CCN(C)CC3)nc12	2	1.5	-7	2	-5	?	6	-5	-4	1
CN(CC(=O)NCc1ccccc1)S(=O)(=O)c1ccc2c(c1)CCC(=O)N2	3	0.2	-2	4	-2	4	4	2	-2	1
COc1ccc(-c2csc(/N=C/N(C)C)n2)cc1OC	2	3.3	4	8	·	21	-3	6	4	18
O=C(NCCN1CCCC1)C1CCC(=O)N(CCCN2CCOCC2)C1 (centres undefined)	8	-0.3	0	3	-8	-11	12	-3	-6	-3
C=CCN1C(c2ccc(Br)cc2)=CS/C1=C(\C#N)c1nnc(N2CCOCC2)n1-c1ccccc1	·	0.1	-2	-5	·	6	-5	·	6	·
COc1ccccc1C(=O)NCCC(=O)N(C)CC(=O)Nc1ccc(N2CCOCC2)cc1	9	1.2	4	2	0	-8	-9	·	-2	·
Cc1cc(OCC(=O)NNC(=O)c2ccncc2)ccc1C(C)C	0	2.0	-2	1	6	1	6	·	2	·
CCOC(=O)C1(Cc2cccc(OC)c2)CCCN(C(=O)c2cc(C)[nH]n2)C1 (centres undefined)	7	2.9	-1	6	-7	18	-4	-1	-3	-5
Cc1cc(Nc2cccc(F)c2)nc(N2CCOCC2)n1	0	-3.1	-6	6	-17	42*	-1	4	-2	-8
COc1cc(OC)c(C2Nc3cccc4cccc(c34)N2)c(OC)c1	·	-0.3	-9	17	4	-38	-1	8	-4	53*
COc1ccccc1C1CCN(Cc2ccccc2)CC1	2	-1.6	6	-7	1	-4	9	-4	8	7
O=C(NC1CCCC1)C1c2ccccc2OCC(=O)N1Cc1ccco1 (centres undefined)	·	0.2	3	·	·	-4	-4	·	-1	·
CC(Sc1n[nH]c(N)n1)C(=O)C12CC3CC(CC(C3)C1)C2 (centres undefined)	-6	0.0	-2	1	-18	-1	-7	-2	-2	12
Cc1ccccc1N(C(=O)c1snc(C(N)=O)c1N)C(C)C(=O)NC1CCCCC1 (centres undefined)	-1	2.5	-1	10	-6	15	-47	-1	-1	45
CCOC(=O)c1sc(NC(=O)c2cccc(S(=O)(=O)N(CC)CC)c2)cc1C	-8	0.0	-10	3	-8	-12	-2	5	0	35
CCC1SC(=NC(=O)c2ccc(Cl)c(Cl)c2)NC1=O (centres undefined)	-7	-1.5	0	5	-15	-6	-1	-4	-1	12
Cc1csc(N2CCc3ccccc32)n1	-5	1.5	5	4	-16	10	-5	1	-1	3
CCC(C)Sc1nc2c(c(=O)[nH]c(=O)n2C)n1CC(O)COc1cccc2ccccc12 (centres undefined)	-8	0.6	-1	-5	-19	0	17	0	-4	12
C=C1CCN([C@@H](CC(C)C)C(=O)N2CCCC2)S(=O)(=O)c2ccccc21	-1	-0.3	4	6	-22	-6	-3	·	-3	·
COc1ccc(NC(=O)CN(C)C(=O)CCNC(=O)c2ccccc2OC)cc1	-5	-6.3	6	-4	-10	-10	-8	·	-4	·
Cc1cccc(OCC(=O)NCCCNC(=O)c2ccccn2)c1	1	2.7	8	11	-6	16	1	-7	5	6
CCC(CC)C(=O)c1c[nH]c(C(=O)N2CCN(c3ccccc3)CC2)c1	-4	-0.4	6	-19	-8	-1	10	0	0	26
